# Screening results as filed in PubChem.
# TAG inh – inhibitors of triacylglycerol accumulation | hit rate 0.66% among 230,000 | H9c2 cells, Nile Red lipid (TAG) fluorescence; cells loaded with 200 µM oleic acid | inhibition, % at 12.5 µM | AID 651582;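 active = pattern-corrected inhibition of lipid staining of at least 50% with the nuclear-stain viability signal not falling by more than 50%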;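 also: 0% = DMSO wells and 100% = triacsin C control wells; some results filed as inactive read as strong as hits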
# TAG inh DAPI viability – also measured in TAG inh; calls as there; DAPI nuclei signal change (viability), lower = more cytotoxic, %;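 whole-well DAPI fluorescence read on a plate reader as a viability signal; minus 50 percent equals half of cells still viable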
# Active calls of the source: *. Not all compounds are listed; the hit share may differ from the screen's.
# Start of the data: the first 6 entries, to show the layout:
# The line under a structure holds: TAG inh	TAG inh DAPI viability
- NCCCC[C@H]1CNC(=O)C(=O)N1CCc1cccc(F)c1
→ -33	0
- O=C(CN1C(=O)c2ccccc2S1(=O)=O)N1CCN(c2ccc(F)cc2)CC1
→ -14	-6
- CC(O)Cc1cn(CC(=O)N2CCNCC2)nn1 (centres undefined)
→ -10	3
- S=C1NCN(CCc2ccccc2)CN1Cc1ccccc1
→ 11	-9
- CCCCC1=CC2=C(c3ccco3)C(=O)C(C)(OC(=O)c3ccc(OC)cc3)C(=O)C2=CN1C(CO)CO (centres undefined)
→ 3	-4
- COc1ccc(NC(=O)O[C@@H](C)[C@@H]2CN3CCc4c([nH]c5ccc(-c6ccc(OC)cc6)cc45)[C@@H]3C[C@@H]2N(C)C(=O)Nc2ccc(OC)cc2)cc1
→ 72*	-6.9*

# This part in full, previewed entries included:
# The line under a structure holds: TAG inh	TAG inh DAPI viability
- NCCCC[C@H]1CNC(=O)C(=O)N1CCc1cccc(F)c1
→ -33	0
- O=C(CN1C(=O)c2ccccc2S1(=O)=O)N1CCN(c2ccc(F)cc2)CC1
→ -14	-6
- CC(O)Cc1cn(CC(=O)N2CCNCC2)nn1 (centres undefined)
→ -10	3
- S=C1NCN(CCc2ccccc2)CN1Cc1ccccc1
→ 11	-9
- CCCCC1=CC2=C(c3ccco3)C(=O)C(C)(OC(=O)c3ccc(OC)cc3)C(=O)C2=CN1C(CO)CO (centres undefined)
→ 3	-4
- COc1ccc(NC(=O)O[C@@H](C)[C@@H]2CN3CCc4c([nH]c5ccc(-c6ccc(OC)cc6)cc45)[C@@H]3C[C@@H]2N(C)C(=O)Nc2ccc(OC)cc2)cc1
→ 72*	-6.9*
- O=C(COc1ccc(Cl)cc1)NCc1nnc(SCC(=O)NCCc2ccccc2)o1
→ -10	-2
- CC(C)c1ccc(C(=O)OCC(=O)c2c(N)n(C)c(=O)n(C)c2=O)cc1
→ 1	8
- Cc1c(Br)cc(C(=O)N2CCN(CCO)CC2)c(C)c1C
→ 4	-5
- CCCc1cc(=O)[nH]c(SCC(=O)N2c3ccccc3NC(=O)C2(C)C)n1
→ 2	0
- Cc1ccsc1C(=O)OCC(=O)c1ccc[nH]1
→ -1	-2
- Cc1cc(C(=O)CSc2ccc(F)cc2)cc(C)c1OC(=S)N(C)C
→ 1	-9
- CCOc1ccc(NC(=O)Nc2cc(C)ccc2OC)cc1
→ 44	-28
- CCOC(=O)C1=C(CNCCOc2ccc(OC)cc2)NC(=O)NC1c1ccc2c(c1)OCO2 (centres undefined)
→ 6	0
- CCc1ccc2oc(=O)cc(CN(C)Cc3ccccc3)c2c1
→ 0	-7
- COc1ccc(S(=O)(=O)NCCSCc2cccc(C)c2)cc1Br
→ 0	1
- COc1cc(OC)c(C(=O)COc2ncnc3ccccc23)c(OC)c1
→ -1	8
- O=C(Nc1ccc(Cl)cc1)OCc1cc(-c2ccccc2Cl)on1
→ -11	6
- Cc1cc(C)nc(SCCn2c(N3CCCCC3)nc3c2c(=O)n(C)c(=O)n3C)n1
→ 12	-7
- CN1CCc2cc(O)c(O)cc2C(c2ccccc2)C1 (centres undefined)
→ -4	-4
- CN1CCN(C(=O)c2cnc(Cc3c[nH]c4ccccc34)c(I)c2)CC1
→ -5	11
- CCOC(=O)C1CCN(C(=O)CCc2c(C)nc3c(-c4ccc(F)cc4)c(C)nn3c2C)CC1
→ -5	3
- Cc1cccc(CSCCNC(=O)c2ccc(N(C)S(=O)(=O)c3ccccc3)cc2)c1
→ 10	-11
- Cc1ccc(-c2c[n+](CC(=O)Nc3ccccc3C)c3n2CCC3)cc1
→ 8	1
- Cn1c(=O)oc2cc(S(=O)(=O)N3CCC4(CC3)OCCO4)ccc21
→ 35	-1
- CC(=O)N1c2ccc(C)cc2C(c2ccccc2)CC1C (centres undefined)
→ 13	-3
- COc1ccccc1-c1nnc(SCC(=O)Nc2ccc3[nH]c(=O)[nH]c3c2)n1N
→ 9	-7
- COC(=O)C(=C/C(C)=C/c1cccnc1)C(=O)OC
→ 5	-19
- CCN(CC)c1ccc(S(=O)(=O)N2CCOCC2)cc1NC(=O)COC(=O)/C=C/c1ccco1
→ 9	-7
- CC(C)c1ccc(NC(=O)C2CCN(S(C)(=O)=O)CC2)cc1
→ 2	-5
- CC12CN(C(=S)Nc3ccccc3)CC(C)(CN(C(=S)Nc3ccccc3)C1)C2=O
→ 11	5
- Cc1cc(C)n(/N=C/c2ccco2)c(=O)c1C#N
→ 2	2
- N#CC1(Nc2ccc(-c3ccc(NC4(C#N)CCCC4)cc3)cc2)CCCC1
→ 1	-6
- O=C(Nc1ccc(Cl)cn1)c1ccc([N+](=O)[O-])o1
→ 64	-57
- NCCCn1c(C(=O)c2cc(Cl)c(N)c(Cl)c2)c2ccccc2[n+]1[O-]
→ 10	6
- S=C(NCCCc1ccccc1)Nc1ccc(Br)cc1
→ 8	7
- Cc1nc(N)sc1N=Nc1c(C)n(C)n(-c2ccccc2)c1=O
→ -11	1
- Cc1ccccc1C(=O)N1CCN(c2ccc(N3CCOCC3)nn2)CC1
→ -27	7
- CCCCOc1ccc(C(=O)NCC(=O)NCC(c2ccc(F)cc2)N2CCOCC2)cc1 (centres undefined)
→ 7	-1
- COc1ccccc1C(CNC(=O)c1cccc(S(=O)(=O)N2CCCc3ccccc32)c1)N(C)C (centres undefined)
→ 7	7
- CC(=O)CCC(=O)N1CCC(n2nccc2NC(=O)c2ccccc2C)CC1
→ 2	-1
- CC(C)(C)OC(=O)[C@H](Cc1ccccc1)NC(=O)c1nc[nH]c1C(=O)N1CCNCC1
→ 12	-3
- COc1ccc([C@H]2CC(=O)C=C(c3cc(C)ccc3F)C2)cc1
→ -23	3
- O=C(CSC1=NCCS1)Nc1nc(-c2ccccc2)cs1
→ -9	4
- O=C(NCc1ccccc1Cl)C(=O)NCC1OCCN1S(=O)(=O)c1ccc(F)cc1 (centres undefined)
→ 9	-9
- Cc1cc(N2CCOCC2)nc2ccc(NC(=S)N3CCN(Cc4ccccc4)CC3)cc12
→ 18	18
- OCCNc1nc(SCc2ccccc2)nc2sc3c(c12)CCC3
→ -21	-8
- CSc1ccc(S(=O)(=O)NC2CC3CCC2C3)cc1 (centres undefined)
→ -19	0
- CC(C)CCc1c(O)nc(SCC(C)C)[nH]c1=O
→ -8	5
- CC(=O)Oc1ccc(N(c2ccccc2)S(=O)(=O)c2ccc(C)cc2)cc1
→ -7	-3

# Continued.
Structure	TAG inh	TAG inh DAPI viability
CN(C)c1ccc(-c2csc(C(C)(O)c3ccccc3)n2)cc1 (centres undefined)	-66	5
O=C(CN1CCN(C(=O)CCC(=O)N2CCC(c3ccccc3)=N2)CC1)Nc1cccc(F)c1	-2	10
CCN(c1ccccc1)S(=O)(=O)c1ccc(OC)c(NC(=O)Cc2ccccc2OC)c1	-19	-1
COc1ccc(Cc2nnc(SCC(=O)c3ccc4c(c3)NC(=O)CO4)o2)cc1	-4	12
COc1ccc(-c2ccc(SCc3cccnc3)nn2)cc1OC	20	-13
CCN(CC)C(=O)C1=C(C)N(CCC2=CCCCC2)C(=O)C(CC(=O)NC(c2ccccc2)c2ccccc2)C1 (centres undefined)	7	-7
COc1ccc(-c2nnn(CC(=O)N(CCCO)C(C(=O)NC3CCCC3)c3ccncc3)n2)cc1 (centres undefined)	5	-10
O=C(CC(NC(=O)OCc1ccccc1)C(=O)O)OCc1ccccc1 (centres undefined)	2	1
CN(/N=C/Cc1nnnn1-c1ccc(Cl)cc1)c1ccccc1	-2	16
O=c1cc(CSCc2ccc(Cl)cc2)[nH]c(=O)[nH]1	3	-1
CCCn1nc(C(=O)N2CC(=O)Nc3ccccc32)c2ccccc2c1=O	14	-2
CCOC(=O)[C@@H]1CCNC[C@@H]1c1ccccc1	-5	-9
C#CCOc1ccc(Br)cc1/C=N/O	11	-8
CCOc1cc(/C=C(/C#N)c2ccc(Cl)cc2)cc(Cl)c1OCC(=O)O	-5	-2
COc1ccc(CCNC(=O)c2ccc(CN3CCC(Cc4ccccc4)CC3)cc2)cc1OC	38	20
Cc1ccc(-c2ccc(/C=C3/NC(=O)NC3=O)o2)cc1[N+](=O)[O-]	12	-3
CCN(CC)CCN(CC(=O)N(C1CCCCC1)C1CCCCC1)C(=O)c1cccnc1	4	9
COc1ccc(NC(=O)c2cc(-c3cc(F)ccc3OCC3CCCO3)n[nH]2)c(C)c1 (centres undefined)	16	-6
COc1ccc(CN(C)S(=O)(=O)c2c(C)noc2C)cc1OC	-20	5
COc1cc(C(C)=O)ccc1OCC(=O)N1CCC(Cc2ccccc2)CC1	4	3
COc1n[nH]c2nncnc12	27	2
O=S(=O)(CCNCc1ccccc1)NC1CCCCC1	-17	7
CC(C)C(NS(=O)(=O)c1ccc2c(c1)oc(=O)n2C)C(=O)N1CCN(Cc2ccccc2)CC1 (centres undefined)	-10	20
CCCC(=O)c1c(C)c2ccccc2n1C	-18	19
Nc1ncnc2c1ncn2[C@@H]1O[C@H](CNCc2ccc(-n3cccn3)cc2)[C@@H](O)[C@H]1O	-1	7
COC(=O)CSc1nc2cc(C)cc(C)c2cc1C#N	20	-1
O=C(O)c1ccc(-c2noc(-c3ccccc3Cl)n2)cc1	-2	5
O=C(Nc1ccccc1)/C(=C/c1ccccc1)NC(=O)c1ccco1	5	4
COC(=O)c1[nH]c2ccc(Br)cc2c1NC(=O)CN1CCN(C2CCCCC2)CC1	44	12
Oc1ccc(-c2n[nH]c(=S)n2Cc2ccccc2)cc1	-3	-1
CCSc1nnc(NC(=O)CSc2nc3c(c(=O)n2CCOC)SC(C)C3)s1 (centres undefined)	11	-11
Clc1ccc(SCCCCn2ccnc2)cc1	-12	4
CC1(C)CC(NC(=O)C2CCN(S(=O)(=O)c3ccccc3C(F)(F)F)CC2)CC(C)(C)N1	18	-5
COc1cc(C2C(C#N)=C(N)N(c3sc4c(c3C#N)CCCC4)C3=C2C(=O)CC(C)(C)C3)cc(OC)c1OC (centres undefined)	40	-14
CCn1nc(C)c(CN2CCCC(CNS(=O)(=O)c3ccc(OC)cc3)C2)c1C (centres undefined)	-23	2
CCN(CC)CCCNc1nc2ccccc2c2[nH]c3ccc(OC)cc3c12	130	-56
CSc1ncnc2c1cnn2-c1ccc(C)cc1C	-7	-1
Cn1c(=O)c2c(nc(CN3CCc4ccccc4C3)n2Cc2ccccc2)n(C)c1=O	-12	5
CCOc1ccccc1NC(=S)NC(=O)c1ccco1	-8	10
C=CCNc1oc(-c2cccc(F)c2)nc1C#N	12	-14
COc1ccc(C(=O)Nc2nnc(SCC(=O)NC3CCCC3)s2)c(OC)c1	29	-5
CCOC(=O)[C@@H]1[C@H]2COc3ccc(Br)cc3[C@H]2N2C(=O)N(c3ccc(F)cc3)C(=O)[C@]12C	8	3
O=C(Nc1c(F)cc(F)cc1Br)c1cc(-c2ccccc2)on1	-3	3
Cc1nc(C)n(C(Oc2ccc(Cl)cc2Cl)C(=O)C(C)(C)C)n1 (centres undefined)	3	-4
CC(C)(C)OC(=O)[C@H](Cc1ccccc1)NC(=O)c1nc[nH]c1C(=O)N1CCc2ccccc2C1	0	-9
CCCCn1c(N)c(N(CC)C(=O)CSCc2c(C)noc2C)c(=O)[nH]c1=O	-7	2
O=C1NC(Cc2ccc(O)cc2)c2nc3cc(F)ccc3c(=O)n2-c2cc3ccccc3cc21 (centres undefined)	35	-19
Cc1ccc(NC(=O)CN2C(=O)CN(C)C2=O)cc1S(=O)(=O)N1CCCCC1	-4	-12

# Two entries drawn at random from those above, as already listed:
Structure	TAG inh	TAG inh DAPI viability
O=C(Nc1c(F)cc(F)cc1Br)c1cc(-c2ccccc2)on1	-3	3
O=c1cc(CSCc2ccc(Cl)cc2)[nH]c(=O)[nH]1	3	-1

# Other structures follow:
Structure	TAG inh	TAG inh DAPI viability
COc1cccc(C=NNC(=O)C2CC2)c1	-38	2
COc1ccc(-c2ccc([C@H]3[C@@H]4C=CCC[C@@]4(C)C(=O)N3Cc3ccccc3)c(F)c2)cc1	-11	5
COC(=O)C1=C(C)NC(C)=C(C(=O)OC)C1C1CC=CCC1 (centres undefined)	2	7
CC1CCCCC1NC(=O)CO/N=C/c1ccccc1OC(F)F (centres undefined)	-2	3
N#CC1(Nc2ccc3ccccc3c2)CCCC1	10	1
Cc1ccccc1CC(=O)NCC1CCCCC1	-9	0
CC12CCC(=O)C=C1CCC1C2CCC2(C)C(C(=O)CO)CC(O)C12 (centres undefined)	-28	1
Cc1cccc(N2CCN(C(c3ccc(N(C)C)cc3)c3nnnn3C(C)(C)C)CC2)c1C (centres undefined)	18	3
CCCC(=O)Nc1ccc(NC(=O)C23CC4CC(CC(C4)C2)C3)cn1	24	-5
O=C(C1=NN[C@@H]2C(=O)N(c3ccccc3C(F)(F)F)C(=O)[C@H]12)c1cnccn1	3	-5
CCOc1ccc2nc(SCC(=O)NC(=O)NCc3ccco3)sc2c1	-4	-2
CCn1c(NC(=O)C(C)C)c(-c2cccs2)c(=O)c2ccccc21	3	-3
CC(C)(C)c1ccc(CC(=O)N2CCC2(C)C(=O)NS(=O)(=O)c2ccc3c(c2)CCO3)cc1 (centres undefined)	-1	-1
O=C(COC(=O)/C=C/c1cccc([N+](=O)[O-])c1)NCC1CCCO1 (centres undefined)	-21	9
C/C=C(/C)C(=O)Nc1cccc(C2=NOC3(C2)C[C@@H](C(N)=O)N(C(=O)C2(C)CC2)C3)c1 (some centres undefined)	-28	3
O=C(O)CC(SCC(=O)Nc1ccccc1)C(=O)O (centres undefined)	9	-8
COc1ccc(S(=O)(=O)N2CCCCC2)cc1NC(=O)C1CC1C (centres undefined)	9	-16
Cc1ccc(Nc2nc3nonc3nc2N(C)C)cc1	13	0

# Complete entries from above. Screens in order: TAG inh | TAG inh DAPI viability
# O=C(O)CC(SCC(=O)Nc1ccccc1)C(=O)O (centres undefined) is listed with 9 | -8
# Cc1ccc(Nc2nc3nonc3nc2N(C)C)cc1 is listed with 13 | 0
# COc1ccc(S(=O)(=O)N2CCCCC2)cc1NC(=O)C1CC1C (centres undefined) is listed with 9 | -16
# CC(C)(C)c1ccc(CC(=O)N2CCC2(C)C(=O)NS(=O)(=O)c2ccc3c(c2)CCO3)cc1 (centres undefined) is listed with -1 | -1
# O=C(COC(=O)/C=C/c1cccc([N+](=O)[O-])c1)NCC1CCCO1 (centres undefined) is listed with -21 | 9
